VEEV TC-83 Vero – inhibitors of VEEV TC-83 cytopathic effect, confirmation, Vero cells (AID 588727); 350,000 tested, 0.13% active; Vero cells, VEEV TC-83 cytopathic effect inhibition; higher % means a stronger effect; inhibition, % at 20 µM, or IC50 in µM where a hit was titrated; in the data active means a potency from the dose series; inconclusive means inhibition mostly from about 14% at the one dose, without a potency; inactive means the rest, 99 in 100 with inhibition below about 12%; further: strong numbers were not always called active
tuberculosis growth – growth inhibition of non-replicating M. tuberculosis (AID 488890). Mycobacterium tuberculosis non-replicating, growth inhibition; higher % means a stronger effect. one-dose inhibition, % at 25 µM; IC50 in µM for titrated hits. 320,000 tested, 0.39% active; in the data active means a potency from the dose series; inconclusive means inhibition mostly from about 82% at the one dose, without a potency; inactive means the rest, 99 in 100 with inhibition below about 76%;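 further: plate controls were DMSO cells for no effect and high antibiotic wells for full effect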
H37Rv inhibition – M. tuberculosis growth inhibition, HTS (AID 449762); M. tuberculosis H37Rv growth inhibition, 7H9 media; higher % means a stronger effect; inhibition, % at 25 µM, or IC50 in µM where a hit was titrated; 330,000 tested, 0.59% active; in the data active means a potency from the dose series; inconclusive means inhibition above about 70% without an active follow-up result;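 further: bacterial growth assessed after seven days of incubation; strong numbers were not always called active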
PhoP GFP inhibition – Inhibition of PhoP regulon, Salmonella typhi GFP reporter cells, confirmation, 4 h (AID 1850); Salmonella Typhi PhoP-promoter GFP reporter, fluorescence, 4 h; higher % means a stronger effect; inhibition, % at 50 µM, or IC50 in µM where a hit was titrated; 310,000 tested, 0.33% active; in the data active means a potency from the dose series; inconclusive means inhibition mostly from about 25% at the one dose, without a potency; inactive means the rest, 99 in 100 with inhibition below about 19%;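 further: 0% = induced wells with vehicle and 100% = uninduced wells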
H1N1 NS1A inhibition – H1N1 influenza NS1A inhibitors, functional cell based assay (AID 504329) | NS1A functional cell-based assay, percent inhibition; higher % means a stronger effect | one-dose inhibition, % at 12.5 µM; IC50 in µM for titrated hits | 340,000 tested, 0.3% active; in the data active means a potency from the dose series; inconclusive means inhibition above about 27% without an active follow-up result; further: strong numbers were not always called active
An asterisk follows results filed as active; i = inactive; ? = inconclusive; . = no result given.

SMILES	VEEV TC-83 Vero	tuberculosis growth	H37Rv inhibition	PhoP GFP inhibition	H1N1 NS1A inhibition
Cc1ccc(-c2cc(C(=O)O)n[nH]2)s1	1.4%	11%	-1%	-15%	3%
O=C(C1CC(=O)N(C2CCCC2)C1)N1CCN(c2cccc(C(F)(F)F)c2)CC1 (stereo not drawn)	6.1%	.	.	.	-2%
CC12C(=O)N(c3cccc(OC(=O)c4ccco4)c3)C(=O)C1C1c3ccccc3C2c2ccccc21 (stereo not drawn)	i	40%	-6%	-4%	-2%
Cc1[nH]c2ccccc2c1C(=O)C(=O)N1CCOCC1	1.1%	0%	-3%	-13%	-9%
CCc1cc2ccc(OC)cc2nc1SCC(=O)N1CCN(C(=O)c2ccco2)CC1	6.8%	24%	1%	-6%	-11%
O=C(c1ccco1)N1CCN(CC(=O)N2CCCc3c2c(=O)oc2ccc(O)cc32)CC1	.	1%	2%	-1%	.
COc1ccc(CNS(=O)(=O)c2ccc(-n3cccn3)cc2)cc1	i	-5%	-5%	4%	8%
O=C(NC(=S)N1CCCCCC1)c1ccccc1	2.2%	?	69%	1%	-17%
Nc1[nH]nc2nc(N3CCCC3)nc(-c3ccccc3)c12	5.5%	10%	-6%	4%	4%
Cc1ccc(S(=O)(=O)NCCC(=O)NCc2ccc(Cl)cc2)cc1C	0.7%	17%	5%	.	-14%
CC(=O)Nc1ccc(S(=O)(=O)N(C)c2ccc(OCCOc3ccccc3F)cc2)cc1	2.7%	7%	4%	.	-2%
C/C(=N/NC(=S)Nc1cccc(C)c1)c1cccc([N+](=O)[O-])c1	0.5%	8%	?	-3%	1%
COc1ccc(Cc2nnc(SCC(=O)NC3CCCC3)o2)cc1	0.4%	-4%	-3%	-10%	19%
Cc1nn(-c2nc3ccccc3s2)c(N)c1Sc1ccc(F)cc1	0.9%	4%	-3%	-2%	-12%
COc1cc(-c2ccccc2)nc2ccccc12	i	70%	-1%	2%	1%
COc1ccc(CCNC(=S)NNC(=O)c2c(Br)c(C)nn2C)cc1OC	3.9%	-12%	4%	-5%	0%
Cc1cc(S(=O)(=O)N2CCCOC2CNC(=O)C(=O)NCc2ccco2)ccc1F (stereo not drawn)	i	8%	6%	-6%	-5%
Cc1c(/C=N/NC(=O)c2cc(=O)[nH]c(=O)[nH]2)c2ccccn2c1C(=O)c1ccccc1	i	9%	2%	-5%	4%
CCOC(=O)N1CCC(N2CCN(S(=O)(=O)c3ccc(OC)cc3)CC2)CC1	i	-1%	-13%	12%	8%
CC1(C)CC(=O)C2=C(C1)OC(N)=C(C#N)C2c1ccoc1 (stereo not drawn)	0.1%	64%	0%	3%	-7%

Next section, starting with the last two of the part before.
SMILES	VEEV TC-83 Vero	tuberculosis growth	H37Rv inhibition	PhoP GFP inhibition	H1N1 NS1A inhibition
CCOC(=O)N1CCC(N2CCN(S(=O)(=O)c3ccc(OC)cc3)CC2)CC1	i	-1%	-13%	12%	8%
CC1(C)CC(=O)C2=C(C1)OC(N)=C(C#N)C2c1ccoc1 (stereo not drawn)	0.1%	64%	0%	3%	-7%
CCOC(=O)CN1C(=O)C(CC)Oc2ccccc21 (stereo not drawn)	1.8%	-3%	6%	1%	4%
COC(=O)c1ccc(C2NCCc3cc(OC)c(OC)cc32)cc1 (stereo not drawn)	i	5%	5%	-6%	-2%
COC(=O)c1cccc(NC(=O)NC(=O)c2ccc(Cl)cc2)c1	i	-8%	-2%	6%	.
O=C(NCCCN1CCCC1=O)Nc1ccc(Br)cc1Cl	1.6%	5%	-8%	5%	-10%
Cc1ccc(Cl)cc1N1CCN(C(=O)Cc2c(C(=O)O)[nH]c3ccc(Cl)cc23)CC1	2.4%	11%	-1%	-7%	3%
COc1ccc(NC(=O)C2=CC(c3ccco3)=NS(=O)(=O)N2C)cc1OC	0.7%	26%	-14%	-2%	-1%
COc1ccc(NC(=O)CN(C)C(=O)C2(c3ccccc3)CCCC2)cc1	?	19%	-6%	.	0%
COc1ccc(/C=C2/SC(=S)N(CCCC(=O)Nc3ccc(O)cc3)C2=O)cc1OC	6.5%	27%	3%	-9%	26%
COc1ccc(-c2cc(C(=O)N(C)CCc3ccc(OC)c(OC)c3)c3ccccc3n2)cc1	6.0%	6%	0%	-4%	-10%
Cc1cc(C)cc(NC(=O)c2oc3ccccc3c2COc2ccccc2)c1	5.8%	7%	6%	-10%	-9%
O=[N+]([O-])c1cc([N+](=O)[O-])c(Oc2cccc3ccccc23)cc1NN1CCCCC1	0.4%	.	.	.	8%
COc1ccc(NC(=O)c2c(C)cc(=O)oc2C)c(OC)c1	2.3%	-13%	-3%	2%	-16%
COc1ccc(CCNC(=O)CSc2nnc(Cc3cccn3C)n2C)cc1OC	0.5%	-2%	29%	5%	3%
Cc1cc(C)n2nc(C(=O)OCC(=O)N(C)CC(=O)Nc3ccc(F)cc3)nc2n1	1.3%	-15%	-7%	.	-13%
CC1(C)C([N+](=O)[O-])C(c2ccccc2O)NC(c2ccccc2O)C1[N+](=O)[O-] (stereo not drawn)	5.6%	4%	-7%	1%	0%
O=c1[nH]c(CSc2nc3ccccc3s2)nc2ccccc12	1.0%	0%	6%	-3%	-9%
COc1cc(CO)ccc1Oc1nnnn1-c1ccc(C(N)=O)cc1	i	0%	2%	9%	5%
CN=C(C)/C(C(=O)OC)=C(/O)c1ccc(Cl)cc1Cl	0.7%	-4%	-2%	-4%	-21%
Cc1cc2c(OCC(O)CNCc3ccco3)cccc2[nH]1 (stereo not drawn)	0.1%	34%	-10%	-5%	-4%
COc1ccc(OC)c(S(=O)(=O)N2CCN(c3ccccc3OC)CC2)c1	0.4%	-6%	2%	6%	-9%

Record cards (already shown):
COc1ccc(-c2cc(C(=O)N(C)CCc3ccc(OC)c(OC)c3)c3ccccc3n2)cc1 is entered as VEEV TC-83 Vero: 6.0%; tuberculosis growth: 6%; H37Rv inhibition: 0%; PhoP GFP inhibition: -4%; H1N1 NS1A inhibition: -10%
CN=C(C)/C(C(=O)OC)=C(/O)c1ccc(Cl)cc1Cl is entered as VEEV TC-83 Vero: 0.7%; tuberculosis growth: -4%; H37Rv inhibition: -2%; PhoP GFP inhibition: -4%; H1N1 NS1A inhibition: -21%

Later entries
SMILES	VEEV TC-83 Vero	tuberculosis growth	H37Rv inhibition	PhoP GFP inhibition	H1N1 NS1A inhibition
Cc1cc(NC(=O)c2cnn3cccnc23)nn1CC(=O)Nc1cccnc1	0.9%	-12%	-6%	1%	-2%
COc1cc(C(=O)O/N=C2/C=C(C)C(=O)C=C2C)cc(OC)c1OC	2.9%	?	67%	-6%	15%
CCN(CC)CCCOc1ccc(C)cc1Br	3.8%	1%	-8%	0%	8%
CC1(C2(O)CCCCC2)NCCc2ccccc21 (stereo not drawn)	1.5%	.	.	.	-3%
NC(=S)Nc1cccc(-c2n[nH]c(=S)o2)c1	2.5%	-24%	14%	0%	1%
O=C(Nc1cccc(S(=O)(=O)NC2=NCCC2)c1)C1CCCCC1	i	-15%	-3%	2%	-7%
N#CCSCC(=O)Nc1ccc(F)cc1	0.9%	-7%	11%	-4%	2%
C=CCC1NS(=O)(=O)OC2CCCC12 (stereo not drawn)	i	-7%	1%	-6%	-12%
CCn1c(C)nc2cc(C(=O)N/N=C/c3ccc(OC)cc3)ccc21	6.5%	.	-10%	1%	.
COc1cc(/C=C2\CCC(C)C3=C(c4cc(OC)c(OC)c(OC)c4)C(C#N)=C(N)OC32)cc(OC)c1OC (stereo not drawn)	4.6%	.	.	.	-19%
O=C(NCc1ccco1)C1CCC(CNS(=O)(=O)c2cccc3cccnc23)CC1 (stereo not drawn)	0.4%	.	1%	-9%	-2%
COC(=O)CCC(=O)Nc1ccc(NC(C)=O)cc1	1.3%	4%	2%	-11%	2%
CN(C(=O)c1ccccc1C(=O)OCC(=O)NC(=O)NC(C)(C)C)C1CCCCC1	i	-6%	-1%	12%	3%
COCCCNc1oc(-c2ccccc2F)nc1C#N	1.0%	0%	-2%	2%	-10%
CC(=O)N1CCc2cc(C(=O)CN3CCN(C(=O)c4ccco4)CC3)ccc21	.	15%	5%	4%	.
Cc1cccc(NC(=O)Cn2c(=O)oc3ccccc32)n1	4.4%	2%	-12%	-4%	3%
COc1ccc2[nH]c(=O)c(CN(C(C)=O)C3CCCCC3)cc2c1	1.6%	11%	-3%	7%	8%
COc1ccc(NC(=O)CC(C)CC(=O)NCc2ccc(F)cc2)c(OC)c1 (stereo not drawn)	1.9%	-5%	-2%	4%	-5%
COc1ccccc1/C=N/NC(=S)Nc1cccnc1	1.4%	-3%	32%	-4%	2%
CCCCC1=CC2=C(c3ccco3)C(=O)C(C)(OC(=O)c3ccc(OC)cc3)C(=O)C2=CN1c1ccc(OC)cc1 (stereo not drawn)	0.2%	17%	-3%	-7%	12%

Overlap with the part before: four compounds, followed by the next part.
SMILES	VEEV TC-83 Vero	tuberculosis growth	H37Rv inhibition	PhoP GFP inhibition	H1N1 NS1A inhibition
COc1ccc2[nH]c(=O)c(CN(C(C)=O)C3CCCCC3)cc2c1	1.6%	11%	-3%	7%	8%
COc1ccc(NC(=O)CC(C)CC(=O)NCc2ccc(F)cc2)c(OC)c1 (stereo not drawn)	1.9%	-5%	-2%	4%	-5%
COc1ccccc1/C=N/NC(=S)Nc1cccnc1	1.4%	-3%	32%	-4%	2%
CCCCC1=CC2=C(c3ccco3)C(=O)C(C)(OC(=O)c3ccc(OC)cc3)C(=O)C2=CN1c1ccc(OC)cc1 (stereo not drawn)	0.2%	17%	-3%	-7%	12%
O=C(O)c1nn(-c2ccccc2)nc1-c1nn(-c2ccccc2)nc1C(=O)O	2.8%	-2%	-14%	-12%	7%
COc1ccc(/C=N/n2c(N)c(S(=O)(=O)c3cccs3)c3nc4ccccc4nc32)cc1OC	2.4%	12%	-4%	-9%	1%
Cc1c([N+](=O)[O-])cc(S(=O)(=O)Nc2ccncc2)cc1[N+](=O)[O-]	0.2%	-1%	3%	-1%	-3%
O=C(NC(=S)Nc1ccccc1N1CCCCC1)c1ccccc1	3.6%	58%	67%	-3%	-3%
C/C(=N\NC(=O)c1ccco1)c1cc(Cl)sc1Cl	0.3%	4.9µM*	3%	-5%	-4%
O=C(Nc1ccccc1C(=O)Nc1nnc(C(F)(F)F)s1)c1ccccc1Cl	i	?	63%	-2%	-4%
N#Cc1ccc(S(=O)(=O)NC2CC2)cc1	i	-2%	0%	2%	4%
COc1ccc(NC(=O)CSCC(=O)Nc2nnc(CC(C)C)s2)cc1	0.8%	-3%	5%	0%	-5%
CC1(C)CC(=O)C(C(c2cccc([N+](=O)[O-])c2)C2C(=O)CC(C)(C)CC2=O)C(=O)C1	0.1%	?	-1%	-5%	0%
COc1ccc(-c2oc3cccnc3c2C#CC2(O)CCCCC2)cc1	?	33%	?	9%	7%
COc1ccc(C(=O)NN2C(=S)N(c3ccc(OC)cc3)C(=O)C2CC(N)=O)cc1 (stereo not drawn)	i	-11%	5%	-2%	-1%
CCOC(=O)NC(CC(=O)O)c1ccc(OCC)cc1 (stereo not drawn)	0.3%	.	.	-5%	20%
CN(CC(=O)Nc1ccc2c(c1)OCO2)S(=O)(=O)c1ccc2c(c1)CCC(=O)N2	0.3%	61%	3%	-4%	2%
O=S(=O)(Nc1ccc(O)c2ccccc12)c1ccc(F)cc1	i	6.5µM*	0%	1%	22%
CC1(C)CC(=O)c2sc(NS(C)(=O)=O)nc2C1	1.1%	-1%	-14%	-7%	1%
CC(C)NC(=O)N(C)C[C@@H]1Oc2c(NC(=O)C3CCOCC3)cccc2C(=O)N([C@@H](C)CO)C[C@H]1C	0.2%	-2%	0%	.	-1%

Bioassay records as filed in PubChem BioAssay.
